TGFb inhibitor = qHTS for Inhibitors of TGF-b; HepG2 CAGA-GFP TGF-b/SMAD3 reporter, GFP fluorescence, 18 h; TGF-beta stimulated, 500 pg/mL final; Potency, µM (highest dose often 46.1 µM), without a hit: at the highest dose activity, negative = inhibition, actives largely listed as inhibitors; hit rate 1.2% among 410,000; AID 588855, 2011; note: potency is the fitted concentration of half-maximal effect; % is set by controls: 0 for no effect and ±100 for the full control effect; nearly all actives have a fitted effect of over 65% in size
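Read-out: total well GFP (ex488/em500-530) summed from mean per-cell fluorescence. Cells: HEPG2 CAGA-GFP, 1% FBS DMEM, 18 h at 37 degrees C with 500 pg/mL final TGF-beta. Unstimulated wells served as the full-inhibition control; stimulated DMSO wells = 0%.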
Akt phos inh = HTS Assay for Inhibitors of Akt Phophorylation: Primary Screen; Neuro2A IGF-stimulated pAkt S473 HTRF, 20 min; stronger effect = lower value; activity change, % for hits at 50 µM; hit rate 0.32% among 360,000; AID 651550, 2012; in the data active = activity change below about -80%; inconclusive = mostly about -51% to -80%; note: % is set by controls: 0 for no effect and ±100 for the full control effect
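Neuro2A cells (4,500/well, DMEM with 0.5% FBS) were treated with compound at a single 50 µM final concentration, stimulated with 6 nM IGF for 20 min at 37 °C, and lysed. Phospho-Akt Ser473 was read by HTRF as 665/615 ratio ×10^4.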
Nrf2 inh = Nrf2 qHTS screen for inhibitors. A549 ARE-Fluc reporter, luciferase luminescence, 18-24 h. Potency, µM (series often up to 46 µM), for the others: at the top dose activity change, negative = inhibition, usual class: inhibitors. hit rate 2.1% among 360,000. AID 504444, 2011; note: potency is the fitted concentration of half-maximal effect; % is set by controls: 0 for no effect and ±100 for the full control effect; nearly all actives have a fitted effect of over 60% in size
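A549 ARE_Fluc cells (5000/well, 5% FBS OPTI-MEM) pre-incubated 2 h, then treated with compounds 18-24 h at 37C/5% CO2 in concentration-response. CellTiter-Fluor viability read first; BugLite luciferase luminescence after 15 min at room temperature gives Nrf2 activity.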
A549 tox = Nrf2 qHTS screen for inhibitors: counterscreen for cytotoxicity | A549 ARE-Fluc cells, CellTiter-Fluor viability, 18-24 h | Potency, µM (doses to about 46 µM), for the others: at the top dose activity change, negative = cytotoxicity, actives largely listed as inhibitors | hit rate 0.16% among 390,000; note: potency is the fitted concentration of half-maximal effect; % is set by controls: 0 for no effect and ±100 for the full control effect
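A549 ARE_Fluc cells in 5% FBS OPTI-MEM were exposed to compounds in concentration-response for 18-24 h at 37 deg C. Viability was read by CellTiter-Fluor fluorescence (Ex 405/Em 525) after 30 min, before the luciferase read.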
CCT modulator = High-Throughput Screening for Modulators of Cytosolic Chaperonin Activity | purified chaperonin ATPase assay, HTRF ADP detection, 30 min | activity change, % (concentration not given with the values), hits read low | hit rate 0.3% among 360,000 | AID 651819, 2012; in the data active = activity change below about -30%; note: % is set by controls: 0 for no effect and ±100 for the full control effect
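Nucleotide hydrolysis assay: TRiC at 20–40 nM final (set by batch activity) with 10 uM ATP, 30 min at 37 °C, in presence of 76 uM compound. Detection by competitive ADP HTRF, 30 min ambient.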
EPAC2 agonist = qHTS for Agonist of cAMP-regulated guanine nucleotide exchange factor 4 (EPAC2): primary screen. EPAC2 activation, biochemical qHTS; response scale: 100% = 6.5 mM cAMP response. Potency, µM (top dose mostly 154 µM), without a hit: at the top dose activation, actives largely listed as activators. hit rate 0.079% among 360,000. AID 720711, 2013; note: potency is the fitted concentration of half-maximal effect; nearly all actives have a fitted effect of over 50% in size
Target sequence (Q8WZA2 whole entry, looked up): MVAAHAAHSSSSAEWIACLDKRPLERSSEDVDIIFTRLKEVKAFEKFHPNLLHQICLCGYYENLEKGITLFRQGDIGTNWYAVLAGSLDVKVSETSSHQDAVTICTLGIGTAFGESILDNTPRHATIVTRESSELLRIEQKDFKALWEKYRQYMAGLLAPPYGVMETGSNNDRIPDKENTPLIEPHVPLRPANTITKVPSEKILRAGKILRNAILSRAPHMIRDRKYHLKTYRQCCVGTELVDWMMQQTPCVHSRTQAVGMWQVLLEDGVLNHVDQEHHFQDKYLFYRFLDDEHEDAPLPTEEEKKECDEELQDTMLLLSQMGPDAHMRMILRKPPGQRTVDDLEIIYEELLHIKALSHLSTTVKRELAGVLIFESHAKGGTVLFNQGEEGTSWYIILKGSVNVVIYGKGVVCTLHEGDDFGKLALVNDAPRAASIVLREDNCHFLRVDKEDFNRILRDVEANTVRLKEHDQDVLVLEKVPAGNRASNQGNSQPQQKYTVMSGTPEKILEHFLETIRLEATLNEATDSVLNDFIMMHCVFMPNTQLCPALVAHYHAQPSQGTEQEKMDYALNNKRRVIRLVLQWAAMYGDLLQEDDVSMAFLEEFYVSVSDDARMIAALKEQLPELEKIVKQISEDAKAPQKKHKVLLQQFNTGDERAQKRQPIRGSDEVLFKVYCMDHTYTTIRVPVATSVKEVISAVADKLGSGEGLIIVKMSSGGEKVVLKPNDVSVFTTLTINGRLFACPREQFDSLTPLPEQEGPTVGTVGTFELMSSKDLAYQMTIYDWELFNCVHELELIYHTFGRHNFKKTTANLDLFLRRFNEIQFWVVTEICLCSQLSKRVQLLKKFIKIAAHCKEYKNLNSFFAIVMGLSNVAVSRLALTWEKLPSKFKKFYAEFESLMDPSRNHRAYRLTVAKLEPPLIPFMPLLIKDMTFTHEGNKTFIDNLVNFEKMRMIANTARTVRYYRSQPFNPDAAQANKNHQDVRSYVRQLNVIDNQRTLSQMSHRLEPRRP
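Readout is BODIPY fluorescence (480 nm excitation, 540 nm emission), which falls as labeled GDP is exchanged off Rap1B. EPAC2 at 100 nM acted on 250 nM RAP1B-BODIPY-GDP with 50 uM GDP present.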
EPAC2 antagonist = qHTS for Antagonist of cAMP-regulated guanine nucleotide exchange factor 2 (EPAC2): primary screen. EPAC2 GEF exchange of Rap1B-BODIPY-GDP, fluorescence. hit rate 0.18% among 360,000. AID 720708, 2013. Rap guanine nucleotide exchange factor 4 (Homo sapiens), Q8WZA2. Potency, µM (titrated, usually from 114 µM), for the others: at the highest dose activity, negative = inhibition, usual class: inhibitors; note: potency is the fitted concentration of half-maximal effect; % is set by controls: 0 for no effect and ±100 for the full control effect; nearly all actives have a fitted effect of over 45% in size; many of its hits are not listed in these tables
Nrf2 activator = qHTS of Nrf2 Activators; AREc32 ARE-luciferase reporter (MCF7-derived line), luminescence, 24 h; Potency, µM (series often up to 46.1 µM), without a hit: at the highest dose activation, usual class: activators; hit rate 0.31% among 410,000; AID 624171, 2012; note: potency is the fitted concentration of half-maximal effect; % of control where 0% means no effect; nearly all actives have a fitted effect of over 65% in size
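Steps: seed AREc32_Fluc cells (1000/well, 5% FBS OPTI-MEM); incubate overnight at 37 deg C; add 23 nL compound; incubate 24 hr; add Steady-Glo; hold 30 min RT; read luminescence.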
Mm-Cpn inhibitor = Inhibitors of TCP-1 ring complex (TRiC) of Methanococcus maripaludis (MmCpn): qHTS; Potency, µM (highest dose often 76.9 µM), for the others: top-dose activity, negative = inhibition, most hits filed as inhibitors; Chaperonin Mm-Cpn (Methanococcus maripaludis); purified Mm-Cpn ATPase, ADP Transcreener TR-FRET; hit rate 0.031% among 330,000; note: potency is the fitted concentration of half-maximal effect; % is set by controls: 0 for no effect and ±100 for the full control effect; nearly all actives have a fitted effect of over 80% in size
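TR-FRET (320 nm excitation; 590 and 665 nm emission) reports ADP made from 10 uM ATP by 25 nM enzyme; compounds were preincubated 10 min, reaction run 30 min, both at 37°C.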
* marks the source's active call; other numbers are inactive results; i = inactive; ? = inconclusive; nt = no result given; & = joins results of further samples; [ ] = another dose, or the depositor's remark. Unless noted, calls come from the whole dose curve; as a rule, active = well fitted curve in the direction sought with a large enough effect; inconclusive = small, poorly fitted or top-dose-only effect, or another doubt; inactive = no such curve, though single readings can be large; an effect the other way counts as inactive or inconclusive. An excerpt; rates above refer to the full screens.

SMILES	TGFb inhibitor	Akt phos inh	Nrf2 inh	A549 tox	CCT modulator	EPAC2 agonist	EPAC2 antagonist	Nrf2 activator	Mm-Cpn inhibitor
COc1ccccc1OCC#CCN1CCCC1	-5%	i	1%	-2%	-0.9	2%	1%	-0.3%	0%
CCOC(=O)c1c(NS(=O)(=O)c2ccccc2)n(CCCOC)c2nc3ccccc3nc12	?	i	-21%	?	-0.2	23%	?	?	-8%
C=C1CCN([C@@H](CC(C)C)C(=O)Nc2ccc(OC)cc2)S(=O)(=O)c2ccccc21	6%	i	8%	-2%	0.8	10%	-8%	-1.0%	nt
COC(=O)C1=C(c2ccc(F)cc2OCc2ccccc2)C[C@@H]2CC[C@H]1N2C(=O)NCc1ccccc1C(F)(F)F	?	i	?	-1%	0.2	-1%	6%	-0.3%	-2%
O=C1NC(=S)N(c2ccccc2F)C(=O)/C1=C\c1cccs1	?	i	11%	-2%	-1.5	13%	13%	1.8%	-1%
O=C(NC1(C(F)(F)F)Oc2ccccc2O1)N1CCC2(CC1)OCCO2	-3%	i	11%	-17%	-1.3	3%	4%	?	-3%
C[C@@H]([C@@H](O)c1ccccc1)N(C)C(=O)Cc1ccccc1	-11%	i	-1%	-8%	0.3	5%	6%	-0.1%	nt
COC(=O)c1cc(C(O)(C(=O)OC)C(F)(F)F)c(/N=C/N(C)C)s1 (stereo unspecified)	-5%	i	9%	-1%	-2.1	8%	2%	0.0%	2%
O=C(O)CC1OCC=C2CN3CCC45C6=CC(=O)C(=O)C([N+](=O)[O-])=C6NC4C1C2CC35 (stereo unspecified)	?	i	?	?	-0.7	?	?	-0.1%	-5%
Cc1ccc(CN2CCCC(C(=O)c3ccc4c(c3)OCO4)C2)cc1C (stereo unspecified)	-21%	i	10%	-1%	-2.1	16%	8%	0.3%	2%
Fc1ccc(Cn2nnnc2C(c2ccc(Cl)cc2)N2CC=C(c3ccc(F)cc3)CC2)cc1 (stereo unspecified)	-2%	i	7%	?	0.3	27%	-1%[57.1 µM]	-1.1%	0%
COc1ccc(OC)c(N2C(=O)NC(=O)/C(=C\c3ccc([N+](=O)[O-])s3)C2=O)c1	?	i	-20%	-15%	1.7	-15%	6%	14%	-9%
COC(=O)C1=C(c2ccc(OC(F)(F)F)cc2)C[C@@H]2CC[C@H]1N2C(=O)NC1Cc2ccccc2C1	?	i	-5%	0%	-1.1	-15%	8%	-0.9%	1%
CCCC[N+]12CCC(CC1)C(Cc1ccccc1)C2 (stereo unspecified)	-1%	i	3%	-5%	0.6	-10%	-3%	0.4%	2%
N#CC1C(C#N)C2CCC1C1C2N1c1ccccc1 (stereo unspecified)	14%	i	3%	3%	-0.8	12%	9%	-0.5%	nt
COc1ccc(-c2cc3nc(C)c(CCC(=O)N4CCN(c5cc(C)ccc5C)CC4)c(C)n3n2)c(OC)c1	12%	nt	?	0%	nt	nt	nt	0.3%	nt
O=C(Cn1ccc2ccccc2c1=O)NCC(=O)N1CCC2(CC1)OCCO2	1%	i	?	1%	1.3	6%	3%	0.1%	0%
Cn1c(O)c(/C=C2\C=Nc3ccccc32)c(=O)n(C)c1=O	-7%	i	0%	3%	1.2	-1%	5%	4.8%	-19%
COc1ccc(-c2ccc3c(c2)CN(C(=O)CCc2ccccc2)Cc2cnnn2-3)cc1	?	i	nt	nt	-4.9	7%	-2%	4.5%	nt
Nc1ccc(CC(N)c2csc(Nc3ncccn3)n2)cc1 (stereo unspecified)	-5%	i	nt	nt	-1.8	2%	12%	0.4%[9.22 µM]	nt

Among those listed so far, two have a nitro group on carbon.
SMILES	TGFb inhibitor	Akt phos inh	Nrf2 inh	A549 tox	CCT modulator	EPAC2 agonist	EPAC2 antagonist	Nrf2 activator	Mm-Cpn inhibitor
O=C(O)CC1OCC=C2CN3CCC45C6=CC(=O)C(=O)C([N+](=O)[O-])=C6NC4C1C2CC35 (stereo unspecified)	?	i	?	?	-0.7	?	?	-0.1%	-5%
COc1ccc(OC)c(N2C(=O)NC(=O)/C(=C\c3ccc([N+](=O)[O-])s3)C2=O)c1	?	i	-20%	-15%	1.7	-15%	6%	14%	-9%

Next structures follow:
SMILES	TGFb inhibitor	Akt phos inh	Nrf2 inh	A549 tox	CCT modulator	EPAC2 agonist	EPAC2 antagonist	Nrf2 activator	Mm-Cpn inhibitor
CN1C(CC(O)c2ccccc2)CCCC1CC(O)c1ccccc1 (stereo unspecified)	14%	i	3%	-6%	-1.3	7%	8%	0.6%	1%
CCOC(=O)N1CCN(c2ncc3c(n2)CC(c2ccccc2O)CC3=O)CC1 (stereo unspecified)	-18%	nt	?	-9%	nt	nt	nt	-0.5%	nt
CCc1nc(CNC(=O)c2cc(OC)c(OC)c(OC)c2)no1	?	i	17%	-1%	-0.1	-8%	0%	0.2%	2%
O=[N+]([O-])c1cccc(NP(=O)(N2CC2)N2CC2)c1	8%	i	-22%	-5%	1.2	2%	8%	-0.6%	nt
CCCCNC(C)Cc1ccccc1 (stereo unspecified)	-9%	i	0%	-13%	-0.9	4%	16%	0.5%	0%
Cc1nccn1-c1c([N+](=O)[O-])c(=O)n(C)c2ccccc12	?	i	10%	-8%	0.9	9%	-1%	3.5%	0%
CC[C@H](C)/C=C(C)/C=C/C1=CC2=C(Cl)C(=O)[C@@](C)(OC(C)=O)C(=O)C2=CO1	2%	i	14%	-18%	0.4	8%	3.5µM*	-0.4%	nt
Cc1ccc(N2C(=O)NC(=O)C(CCc3ccccn3)(Cc3cccc(Cl)c3Cl)C2=O)cc1 (stereo unspecified)	-8%	i	-17%	-6%	-1.7	4%	-2%	0.9%	2%
C=CCN1C(=O)C2(C(C(=O)OCC)=C(N)Oc3ccccc32)C2=C1CCCC2=O (stereo unspecified)	-14%	i	-7%	-11%	-0.6	-10%	3%	0.4%	1%
CCOc1cc(C)cc2oc(=O)c3c(c12)CCCC3	0%	i	?	2%	-0.6	2%	-18%	0.0%	0%
Cc1cccc(NC(=O)CN2CCN(C(=O)COc3cccc(Br)c3)CC2)c1C	1%	i	11%	-3%	-1.8	9%	-2%	0.1%	1%
Oc1ccc2c3c1OC1[C@H](O)CC[C@@]4(O)[C@@H](C2)N(CC2CC2)CC[C@]314 (stereo partly specified)	24%&4%	i	11%&2%	-1%&0%	-0.5&-0.8	6%&9%	17%&4%	0.6%&0.2%	-1%&4%
O=C(NN1C(=O)C2C3C=CC(C4CC34)C2C1=O)c1ccc(Br)cc1 (stereo unspecified)	11%	i	?	-1%	-1.1	-4%	-1%	1.9%	0%
Cc1ccc(C2(O)CN3CCC2CC3)cc1 (stereo unspecified)	10%	i	-3%	-4%	1.4	3%	-5%	-0.5%	-3%
CCc1ccccc1NC(=O)NNS(=O)(=O)c1cc(C)ccc1C	85%[activator]	i	-11%	-4%	-0.3	6%	1%	-0.5%	-2%
N/C(=N\N=C\c1ccc(O)cc1O)N[N+](=O)[O-]	-3%	i	?	-12%	1.8	2%	10%	-0.3%	2%
Cc1ccc(S(=O)(=O)N2CC3CC(C2)c2cccc(=O)n2C3)cc1 (stereo unspecified)	18%	i	4%	0%	-4.5	6%	-1%	0.0%	0%
Cc1[nH]c2ccccc2c1CCCNC1CCCCC1	13%	i	0%	-6%	-3.2	-7%	0%	4.3%	-2%
CC1(C)CSC(=NCc2ccccc2)N1	8.9µM*	i	-5%	?	1.5	0%	5%	1.1%	1%
COc1cc(C(C#N)N2CCCCC2)ccc1O (stereo unspecified)	-12%	i	nt	-1%	0.9	6%	13%	-0.4%	-1%
CCN(CC)c1ccc(/C=C2/C(=O)NC(=O)N(Cc3ccco3)C2=O)cc1	-3%	i	-2%	-4%	-3.4	-2%	-6%	2.7%	-4%
COCCNC(=O)Cn1cc(/C=C2\C(=O)NC(=O)N(c3cccc(C)c3C)C2=O)c2ccccc21	-4%	i	11%	-1%	-5.3	-1%	10%	0.3%	0%
CCCOP(=O)(OCCC)C(NC(=O)c1cc(OC)c(OC)c(OC)c1)c1ccccc1 (stereo unspecified)	0%	i	-8%	0%	-3.4	15%	-5%	-0.6%	0%
Cc1cccc(OCC(O)CN2CC2)c1 (stereo unspecified)	-6%	i	nt	nt	-0.6	-7%	6%	-0.2%	nt
Cc1cc(C)cc(NC(=O)Cn2c(=O)oc3cc(S(=O)(=O)N4CC(C)CC(C)C4)ccc32)c1 (stereo unspecified)	?	i	?	-9%	-0.8	-14%	-10%	-0.2%	0%
COc1cc(CNCCc2ccc3c(c2)OCO3)cc(OC)c1OC	-2%	i	-1%	9%	-1.4	10%	17%	2.2%	-8%
O=C(CCS(=O)(=O)c1ccc(Cl)cc1)Nc1cccc(S(=O)(=O)N2CCCCCC2)c1	?	i	?	-12%	-2.1	6%	-7%	2.3%	nt
Cc1cccc(-n2c(O)c(C=Nc3ccccc3N)c(=O)[nH]c2=O)c1	-18%	i	?	-8%	0.4	-15%	-4%	12%	1%
Cc1ccc(NC(=O)c2cc(S(=O)(=O)N3CCOCC3)c(Cl)cc2Cl)cc1	?	nt	?	1%	nt	nt	nt	4.0%	nt
CCOP(=O)(OCC)C(NS(=O)(=O)c1ccccc1)C(Cl)(Cl)Cl (stereo unspecified)	-6%	i	-5%	5%	0.9	4%	?	0.5%	-1%
O=C1NC(=O)N(CCc2ccc(F)cc2)C(=O)/C1=C/c1ccco1	11%	i	7%	-7%	-1.1	-3%	9%	-0.4%	1%

Screening results from PubChem.
